KB-3-1 cytotox: KB-3-1 parental cell cytotoxicity | KB-3-1 viability, CellTiter-Glo ATP luminescence, 72 h | hit rate 1.4% among 400,000 | Potency, µM (highest dose often 46.1 µM), inactives show at the top dose activity change, negative = cytotoxic, usual class: cytotoxic; note: % is set by controls: 0 for no effect and ±100 for the full control effect; nearly all actives have a fitted effect of over 60% in size
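Using CellTiter-Glo luminescence, growth of non-resistant KB-3-1 adenocarcinoma cells is assessed 72 h after pin-tool compound addition at 37 °C. Normalized responses across the concentration series yield fitted curves.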
HT1080 IDH1KD tx: HT-1080 IDH1 knockdown cell toxicity (counter line); AID 686971; HT-1080 IDH1 knockdown viability, ATP luminescence, 48 h; hit rate 2% among 360,000; Potency, µM (doses to about 46.1 µM), without a hit: top-dose activity, negative = toxicity, most hits filed as cytotoxic;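 note: 0% = DMSO wells and -100% = cell-free medium wells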
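Using the IDH1-knockdown HT-1080 line run in the same batch and compound series as the NT line, viability after 48 h at 37 °C was determined by CellTiter-Glo luminescence and expressed as % activity.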
HT1080NT lethal: kills 2HG-producing HT-1080-NT fibrosarcoma cells. AID 686970. HT-1080-NT fibrosarcoma viability, CellTiter-Glo ATP luminescence, 48 h. Potency, µM (highest dose often 46.1 µM), for inactives: at the highest dose activity, negative = less viability, most hits filed as cytotoxic. hit rate 1.6% among 360,000;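 note: NT is the 2HG producing partner of a matched IDH1 knockdown line; 0% = DMSO-treated cells and -100% = media-only wells without cells; nearly all actives have a fitted effect of over 55% in size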
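Read-out is CellTiter-Glo luminescence after 10 minutes at room temperature, following 48 hours' compound treatment of HT-1080-NT cells (750 cells/well, RPMI, 5% FBS, 37 degrees C).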
KB-V1 cytotox: kills drug-selected multidrug resistant KB-V1 cells; KB-V1 MDR cells viability, CellTiter-Glo, 72 h; Potency, µM (doses to about 46.1 µM), for the others: at the highest dose activity change, negative = cytotoxicity, actives largely listed as cytotoxic; hit rate 3.4% among 400,000; note: % is set by controls: 0 for no effect and ±100 for the full control effect; nearly all actives have a fitted effect of over 60% in size
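Potencies derive from concentration-effect curves fitted to normalized luminescence (CellTiter-Glo) of KB-V1 cells treated for 72 h at 37 degrees C in phenol-red-free DMEM containing 10% FBS.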
GLP-1R inv ag: acts as inverse agonist at human GLP-1 receptor | P43220 | HEK293 GLP-1R CRE-luciferase, luminescence, 24 h; GLP-1R form is constitutively active | Potency, µM (doses to about 38.3 µM), inactives show at the top dose activity change, negative = inhibition, actives largely listed as inhibitors | hit rate 1.6% among 410,000 | AID 624417; note: % is set by controls: 0 for no effect and ±100 for the full control effect; nearly all actives have a fitted effect of over 55% in size
Target sequence (P43220 whole entry, looked up): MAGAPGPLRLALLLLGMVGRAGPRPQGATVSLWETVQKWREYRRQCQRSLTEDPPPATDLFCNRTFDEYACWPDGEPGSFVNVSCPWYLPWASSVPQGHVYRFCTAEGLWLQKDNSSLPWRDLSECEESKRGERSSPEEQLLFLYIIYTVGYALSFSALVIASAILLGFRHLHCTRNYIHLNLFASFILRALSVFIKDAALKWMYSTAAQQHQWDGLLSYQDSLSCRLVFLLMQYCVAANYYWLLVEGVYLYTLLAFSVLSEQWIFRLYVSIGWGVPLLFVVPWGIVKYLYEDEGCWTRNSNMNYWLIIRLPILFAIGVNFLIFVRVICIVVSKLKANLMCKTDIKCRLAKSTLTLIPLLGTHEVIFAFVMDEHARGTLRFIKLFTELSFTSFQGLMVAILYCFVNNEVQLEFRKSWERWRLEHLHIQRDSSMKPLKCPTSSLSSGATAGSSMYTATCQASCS
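HEK293 cells stably co-expressing a cAMP-responsive luciferase reporter and constitutively active GLP-1R were seeded, incubated 12 h, then exposed to compounds for 24 h at 37 C. Luminescence was read 12 min after detection reagent; inverse agonists lower signal.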
HEK293 tox: cytotoxicity in counter-screen for GLP-1R inverse agonists; Potency, µM (highest dose often 38.3 µM), inactives show at the top dose activity change, negative = inhibition, hits mostly inhibitors; hit rate 0.13% among 410,000; HEK293 cAMP-luciferase reporter cells, luminescence, 24 h;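 note: loss of luciferase light is scored as toxicity; % is set by controls: 0 for no effect and ±100 for the full control effect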
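Cells in DMEM/10% Nu serum/1% pen-strep, 1536-well format. Pre-incubated 12 h, dosed with 23 nL compound, incubated a further 24 h. Luciferase detection, 12 min at room temp, luminescence.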
TDP-43 yeast inh: TDP-43 toxicity inhibition in yeast; TDP-43 expressing yeast growth rescue, BacTiter-Glo, 24 h; Potency, µM (titrated, usually from 46.1 µM), for inactives: at the highest dose growth rescue (activation), most hits filed as activators; hit rate 1.8% among 410,000; note: % of control where 0% means no effect; nearly all actives have a fitted effect of over 50% in size
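Growth rescue of TDP-43-toxic yeast measured as ATP luminescence (BacTiter-Glo). Cells grown to mid-log in raffinose, induced in galactose at OD600=0.02, exposed to compound 24 hr at 30 deg C.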
SW480 rerep: inducers of DNA re-replication in SW480 colon cancer cells | SW480 DNA re-replication, Hoechst DNA content imaging, 48 h | Potency, µM (titrated, usually from 46.1 µM), without a hit: top-dose re-replication activation, hits mostly activators | hit rate 1.8% among 340,000; note: % of control where 0% means no effect; nearly all actives have a fitted effect of over 55% in size
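Image-based read-out: total Hoechst fluorescence of nuclei (405 nm excitation, 500-530 nm emission), with hits raising the fraction of high-intensity nuclei. SW480 colon cells incubated 48 hr with compounds at 37 C.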
GLP1R ag: activates the human GLP-1 receptor; Potency, µM (titrated, usually from 45.6 µM), inactives show at the top dose activation, usual class: activators; AID 624172; HEK293 GLP-1R CRE-luciferase, luminescence, 4-6 h; cells express a hypersensitive GLP-1R form; hit rate 0.007% among 380,000; note: % of control where 0% means no effect
The depositor's hits bear a star; ? = inconclusive; / = not tested or not shown; & = joins results of further samples; [ ] = another dose, or the depositor's remark. Calls come from the whole dose curve; as a rule, active = well fitted curve in the direction sought with a large enough effect; inconclusive = small, poorly fitted or top-dose-only effect, or another doubt; inactive = no such curve, though single readings can be large; an effect the other way counts as inactive or inconclusive. Potency is the fitted concentration of half-maximal effect.

Results follow in this order: KB-3-1 cytotox, KB-V1 cytotox, HT1080 IDH1KD tx, SW480 rerep, HT1080NT lethal, GLP1R ag, GLP-1R inv ag, HEK293 tox, TDP-43 yeast inh
#1 O=C(Cc1cc(C(=O)O)c2ccccc2n1)Nc1ccccc1
    ?, ?, ?, 4%, -17%, 1%, ?, -21%, -8%
#2 Cc1cc(N)ccc1N=Nc1c(C)n(C)n(-c2ccccc2)c1=O
    4%, -26%, -20%, 0%, -2%, 3%, 37%[activator], ?, -11%
#3 O=C(NCCCN1CCOCC1)c1cc(-c2ccc(Cl)s2)nc2ccccc12
    -1%, -14%, -22%, ?, -17%, 6%, ?, 15%, -6%
#4 O=C(O)C1CCCN1C(=O)Nc1ccc(F)cc1 (centres undefined)
    4%, 24%, 1%, -1%, -1%, -7%, -7%, -10%, -17%
#5 COc1ccc(C(=O)NNC2=Nc3cccc4cccc2c34)cc1
    -9%, ?, -4%, 7%, -21%, 1%, 18%, -8%, 26%
#6 C[C@H](CO)N1C[C@H](C)[C@H](CN(C)S(=O)(=O)c2cccc(C#N)c2)OCc2cnnn2CCCC1=O
    7%, 23%, 9%, /, 4%, 5%, 7%, 2%, 0%
#7 O=C(NCC(c1ccc(F)cc1)N1CCOCC1)c1ccc(C(=O)c2ccccc2)cc1 (centres undefined)
    -24%, -28%, -8%, 1%, 1%, 8%, ?, 127%[activator], -9%
#8 Cc1nn(-c2ccccc2)c2c1c(C)c(CCC(=O)N1CCOCC1)c(=O)n2C
    -2%, -21%, 11%, -7%, 1%, 6%, 5%, -11%, 1%
#9 CCc1ccc(NC(=O)CCc2c(C)nc3nc(-c4cc(OC)cc(OC)c4)nn3c2C)cc1
    2%, -10%, /, /, /, -1%, 1%, 13%, -25%
#10 CCC(Sc1nnc2c3ccccc3n(CC)c2n1)C(=O)Nc1sc2c(c1C#N)CCCC2 (centres undefined)
    ?, ?, -3%, 9%, -3%, 10%, 22%, 13%, 17%
#11 COc1cc(/C=N/N2CCN(C3c4ccccc4-c4ccccc43)CC2)ccc1O
    ?, ?, ?, ?, ?, -3%, ?, 0%, 22%
#12 Cc1nc(SCC(=O)NCc2ccco2)c2oc3ccccc3c2n1
    16%, -20%, -11%, 3%, -1%, 15%, 7%, 2%, 10%
#13 CS(=O)(=O)NC1CCN(Cc2ccccc2)CC1
    6%, 1%, 6%, -4%, 12%, -6%, 0%, 8%, -32%[inhibitor]
#14 N#C/C(=C\c1cccc([N+](=O)[O-])c1)C(=O)Nc1cccnc1
    -3%, 6%, -4%, -3%, -15%, 0%, -10%, -22%, 7%
#15 Cc1ccnc(SCCn2c(Br)nc3c2c(=O)[nH]c(=O)n3C)n1
    13%, 19%, 5%, -4%, 0%, -5%, 3%, -5%, 6%
#16 COc1cc(NC(=O)COc2ccccc2C)ccc1NC(=O)c1ccco1
    14%, 23%, -12%, -18%, -20%, 4%, 34%[activator], 0%, 16%
#17 COCCNc1nnc(SCC(=O)Nc2cc(C)on2)s1
    6%, ?, 4%, -7%, 11%, -4%, -1%, 2%, 8%
#18 CN1CCN2c3ncccc3Cc3ccccc3[C@@H]2C1
    0%, -21%, 3%, 11%, 16%, -3%, -7%, 3%, 30%
#19 O=C(CCO)c1ccc(O)cc1
    0%, 0%, 1%, -5%, -2%, -3%, 13%, -5%, 26%
#20 Cc1ccc(C2C(C#N)=C(N)Oc3n[nH]c(-c4cccs4)c32)cc1 (centres undefined)
    -11%, 3%, 10%, -4%, 8%, 0%, 15%, 0%, 16%
#21 COc1cc2oc(=O)cc(-c3ccc(-c4ccc(F)c(Cl)c4)cc3)c2c(OC)c1OC
    -11%, -4%, 0%, 5%, 1%, 9%, 4%, -5%, 6%
#22 Cc1nn(C)cc1CNC(=O)c1cccc(F)c1
    -3%, 21%, 10%, 2%, 16%, 7%, 17%, 0%, -4%
#23 N#Cc1ccc(NC(=O)Cn2cnc(S(=O)(=O)N3CCCCC3)c2)cc1
    -10%, ?, -5%, -41%[inhibitor], -2%, -8%, -11%, -8%, 0%
#24 O=c1[nH]c(=S)[nH]c2nccnc12
    15%, 0%, 14%, -25%, 17%, 2%, 20%, -12%, -13%
#25 CC1(C)Cc2c(sc3c2c(=N)n(Cc2ccco2)c(=O)n3CC(=O)Nc2ccccc2)CO1
    -16%, 7%, -3%, 12%, -3%, 6%, 49%[activator], 65%[activator], 6%
#26 CN(Cc1nc(-c2ccccn2)no1)S(=O)(=O)c1ccc(Cl)cc1
    -9%, 0%, 1%, 0%, 6%, 0%, 1%, 5%, -12%
#27 Cc1cccc(C)c1OCC(=O)NC(Cc1c[nH]c2ccccc12)C(=O)O (centres undefined)
    ?, -3%&0%, 10%, -4%, 0%, 5%, 16%&-4%, 6%&17%, -6%&8%
#28 COCCCNC(=O)CN(c1cc([N+](=O)[O-])ccc1OC)S(C)(=O)=O
    2%, 7%, 12%, -2%, 7%, 0%, 15%, 8%, 3%
#29 CC1=C(C(=O)OCc2ccccc2)C(c2ccco2)C2=C(CC(C)(C)CC2=O)N1 (centres undefined)
    ?, -5%, -28%, 2%, -24%, -14%, ?, -19%, 11%
#30 CCCCn1c(N)c(N(CC(C)C)C(=O)COC(=O)C2(c3ccccc3)CC2)c(=O)[nH]c1=O
    1%, 6%, 1%, 1%, 3%, -15%, 16%, 8%, -9%

Eleven entries from above in another layout:
# | molecule | KB-3-1 cytotox | KB-V1 cytotox | HT1080 IDH1KD tx | SW480 rerep | HT1080NT lethal | GLP1R ag | GLP-1R inv ag | HEK293 tox | TDP-43 yeast inh
1 | O=C(Cc1cc(C(=O)O)c2ccccc2n1)Nc1ccccc1 | ? | ? | ? | 4% | -17% | 1% | ? | -21% | -8%
2 | Cc1cc(N)ccc1N=Nc1c(C)n(C)n(-c2ccccc2)c1=O | 4% | -26% | -20% | 0% | -2% | 3% | 37%[activator] | ? | -11%
3 | O=C(NCCCN1CCOCC1)c1cc(-c2ccc(Cl)s2)nc2ccccc12 | -1% | -14% | -22% | ? | -17% | 6% | ? | 15% | -6%
4 | O=C(O)C1CCCN1C(=O)Nc1ccc(F)cc1 (centres undefined) | 4% | 24% | 1% | -1% | -1% | -7% | -7% | -10% | -17%
5 | COc1ccc(C(=O)NNC2=Nc3cccc4cccc2c34)cc1 | -9% | ? | -4% | 7% | -21% | 1% | 18% | -8% | 26%
6 | C[C@H](CO)N1C[C@H](C)[C@H](CN(C)S(=O)(=O)c2cccc(C#N)c2)OCc2cnnn2CCCC1=O | 7% | 23% | 9% | / | 4% | 5% | 7% | 2% | 0%
7 | O=C(NCC(c1ccc(F)cc1)N1CCOCC1)c1ccc(C(=O)c2ccccc2)cc1 (centres undefined) | -24% | -28% | -8% | 1% | 1% | 8% | ? | 127%[activator] | -9%
8 | Cc1nn(-c2ccccc2)c2c1c(C)c(CCC(=O)N1CCOCC1)c(=O)n2C | -2% | -21% | 11% | -7% | 1% | 6% | 5% | -11% | 1%
9 | CCc1ccc(NC(=O)CCc2c(C)nc3nc(-c4cc(OC)cc(OC)c4)nn3c2C)cc1 | 2% | -10% | / | / | / | -1% | 1% | 13% | -25%
10 | CCC(Sc1nnc2c3ccccc3n(CC)c2n1)C(=O)Nc1sc2c(c1C#N)CCCC2 (centres undefined) | ? | ? | -3% | 9% | -3% | 10% | 22% | 13% | 17%
11 | COc1cc(/C=N/N2CCN(C3c4ccccc4-c4ccccc43)CC2)ccc1O | ? | ? | ? | ? | ? | -3% | ? | 0% | 22%

The results go on.
Results follow in this order: KB-3-1 cytotox, KB-V1 cytotox, HT1080 IDH1KD tx, SW480 rerep, HT1080NT lethal, GLP1R ag, GLP-1R inv ag, HEK293 tox, TDP-43 yeast inh
#31 Cc1cc(C)c2nc(-n3nc(C)cc3N)cc(C)c2c1
    -3%, -16%, -23%, 0%, -14%, 16%, 54%[activator][7.66 µM], 0%[7.66 µM], 20%[9.22 µM]
#32 O=S(=O)(c1ccccc1C(F)(F)F)N1CCN(CC(O)COc2ccccc2F)CC1 (centres undefined)
    -8%, -1%, -5%, -3%, -2%, 4%, ?, -5%, -11%
#33 Cc1ccc(Cl)c2c1NC(=O)C2(O)CC(=O)c1ccc(Br)cc1 (centres undefined)
    0%, 0%, 0%, -3%, -1%, -1%, -13%, -9%, -12%
#34 Cc1[nH]c2ccccc2c1-c1csc(NC(=O)CSCCO)n1
    -6%, -12%, -2%, 0%, -5%, 3%, ?, 1%, -4%
#35 COc1ccccc1NC(=O)Nc1ccccc1C#N
    -1%, -9%, 25%, -3%, 14%, 1%, 13%, 16%, 0%
#36 O=C(CSc1nnc(-c2cccnc2)n1Cc1ccccc1)NCc1ccccc1
    0%, -2%, 7%, 6%, 12%, -1%, -4%, -16%, 4%
#37 CCOC(=O)Cn1nc(C)cc1NC(=O)c1cc(OC)c(OC)c(OC)c1
    4%, -13%, -8%, -2%, -29%, 13%, 13%, -5%, 14%
#38 CCOc1cc(/C=N/NC(=O)c2ccc(CN3CCOCC3)cc2)ccc1OC
    -5%, -9%, -5%, ?, 0%, 18%, 34%, 5%, -25%
#39 CC(C)CCNC(=O)C1CC(c2ccccc2[N+](=O)[O-])=NO1 (centres undefined)
    21%, 10%, 5%, -6%, 1%, -7%, -6%, -3%, 25%
#40 CCCCNC(=O)C1(C)CCCCN1C(=O)c1c(F)ccc(C)c1F (centres undefined)
    0%, 1%, 19%, /, 2%, -1%, ?, -6%, ?
#41 CC1=C(C(=O)OC(C)C)C(c2cncc(-c3ccc(F)cc3)c2)C(C#N)=C(N)O1 (centres undefined)
    10%, ?, 11%, 3%, -1%, 3%, -25%, -12%, 9%
#42 CC(=NCC1CCCO1)c1c(O)[nH]c(=O)[nH]c1=O (centres undefined)
    -2%, 5%, 11%, -3%, 19%, 14%, 5%, -2%, -9%
#43 O=C1C(NS(=O)(=O)c2cccs2)=C(N2CCN(Cc3ccccc3)CC2)C(=O)c2ccccc21
    -16%, 23µM*, -11%, -12%, -1%, 0%, ?, -27%, 0%
